From PubChem
HTT aggregate – inhibitors of mutant huntingtin aggregate formation in PC12 cells | PC12 HttQ103-GFP aggregates, Acumen cytometry, 40 h | Potency, µM (doses to about 46.1 µM), for inactives: top-dose activity change, negative = inhibition, usual class: inhibitors | actives 1.1% (n = 220,000); note: potency is the fitted concentration of half-maximal effect; % is set by controls: 0 for no effect and ±100 for the full control effect; nearly all actives have a fitted effect of over 60% in size
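PC12/HTTQ103-GFP, ecdysone-inducible; teb 100 nM; cpd qHTS titration; GFP aggregates read on laser cytometer, Ex 488/Em 500-530 nm.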
NPSR antagonist – antagonists of human neuropeptide S receptor cAMP signaling; Potency, µM (titrated, usually from 38.3 µM), without a hit: top-dose activity change, negative = inhibition, hits mostly inhibitors; actives 1% (n = 220,000); CHO-NPSR cells, cAMP TR-FRET, antagonist mode; Q6W5P4; note: potency is the fitted concentration of half-maximal effect; % is set by controls: 0 for no effect and ±100 for the full control effect; nearly all actives have a fitted effect of over 50% in size; many of its hits are not listed in these tables
Target sequence (Q6W5P4 whole entry, looked up): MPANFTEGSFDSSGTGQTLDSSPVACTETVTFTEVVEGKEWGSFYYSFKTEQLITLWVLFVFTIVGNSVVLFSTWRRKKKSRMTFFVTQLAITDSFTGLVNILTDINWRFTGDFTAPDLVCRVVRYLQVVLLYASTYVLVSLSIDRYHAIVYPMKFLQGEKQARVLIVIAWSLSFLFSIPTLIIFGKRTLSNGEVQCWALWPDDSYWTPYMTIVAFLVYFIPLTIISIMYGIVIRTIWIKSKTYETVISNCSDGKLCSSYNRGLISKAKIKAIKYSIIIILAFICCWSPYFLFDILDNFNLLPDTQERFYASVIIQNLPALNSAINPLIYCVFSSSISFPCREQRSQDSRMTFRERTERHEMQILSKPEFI
CBFb-RUNX1 inh – CBF-beta/RUNX1 interaction disruption; Q01196+Q13951; 230,000 tested, under 10 active; AlphaScreen CBFb-His/RUNX1-biotin binding, biochemical; Potency, µM (titrated, usually from 59.8 µM), for the others: at the highest dose activity, negative = inhibition, usual class: inhibitors; note: % of control where 0% means no effect
Target sequence (Q01196 whole entry, looked up): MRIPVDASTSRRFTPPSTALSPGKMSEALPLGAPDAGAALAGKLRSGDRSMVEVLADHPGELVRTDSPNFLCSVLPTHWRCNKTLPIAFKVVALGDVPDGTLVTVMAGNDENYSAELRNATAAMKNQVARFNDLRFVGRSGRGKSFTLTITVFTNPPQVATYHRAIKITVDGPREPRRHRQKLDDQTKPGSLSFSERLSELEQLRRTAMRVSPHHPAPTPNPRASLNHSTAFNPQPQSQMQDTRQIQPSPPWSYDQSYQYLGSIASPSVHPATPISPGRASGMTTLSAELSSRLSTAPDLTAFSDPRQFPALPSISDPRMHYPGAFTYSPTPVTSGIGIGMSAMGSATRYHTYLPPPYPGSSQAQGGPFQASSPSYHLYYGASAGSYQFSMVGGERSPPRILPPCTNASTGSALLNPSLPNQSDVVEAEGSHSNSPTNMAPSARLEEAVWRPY
Target sequence (Q13951 whole entry, looked up): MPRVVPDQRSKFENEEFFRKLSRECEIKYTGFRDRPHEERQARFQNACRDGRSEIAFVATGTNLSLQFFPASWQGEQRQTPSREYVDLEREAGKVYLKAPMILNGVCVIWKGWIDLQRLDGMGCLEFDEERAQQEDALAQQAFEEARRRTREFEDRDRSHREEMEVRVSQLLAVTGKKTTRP
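Room-temperature protein-protein interaction test with 30 nM each of His-tagged CBF-beta and biotinylated RUNX1, 15 min with compound, then 90 min with nickel plus streptavidin beads. Signal read in AlphaScreen mode.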
LMNA splice mod – modulators of lamin A splicing; HeLa LMNA splicing GFP/RFP minigene ratio, 48 h; AID 1487; actives 0.01% (n = 200,000); Potency, µM (highest dose often 46.1 µM), for the others: top-dose ratio change, negative = inhibition, most hits filed as inhibitors; active = well fitted inhibition curve with a large enough effect in the signal ratio, with a control signal flat, not every such curve was filed as active; inconclusive = small, poorly fitted or top-dose-only effect, or effect the other way, or a change in a side signal; the % refers to the signal ratio; note: potency is the fitted concentration of half-maximal effect; % is set by controls: 0 for no effect and ±100 for the full control effect
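S3 HeLa stable clones carrying a lamin A-EGFP splicing minigene plus DsRed2 were seeded at 600 cells/well in Opti-MEM with 2% FBS, pin-dosed and incubated 48 h at 37°C. Acumen cytometry (488 nm) gave the GFP/RFP total-intensity ratio.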
Luc counter – Kinase-Glo luciferase inhibition (counter-screen). AID 1379. Potency, µM (titrated, usually from 38.3 µM), for the others: top-dose activity change, negative = inhibition, most hits filed as inhibitors. Kinase-Glo luciferase, ATP luminescence, 8 min. actives 0.28% (n = 200,000). Q27757; note: potency is the fitted concentration of half-maximal effect; % is set by controls: 0 for no effect and ±100 for the full control effect; nearly all actives have a fitted effect of over 60% in size
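Compound is pinned into ATP-containing buffer (10 uM ATP, imidazole pH 7.2, 7 mM MgCl2). Kinase-Glo luciferase reagent is then added. Light output is recorded following an 8-min room-temperature incubation.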
IMPase Li cell – IMPase inhibition in cells with lithium potentiation; Potency, µM (titrated, usually from 59.4 µM), inactives show at the top dose activity, negative = IMPase inhibition, usual class: inhibitors; CHO-M1 cells, IP1 TR-FRET (IP-One), carbachol + lithium; actives 0.35% (n = 210,000); AID 1457;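 note: IP1 builds up when IMPase is blocked and the TR-FRET signal falls; potency is the fitted concentration of half-maximal effect; plate controls were basal vehicle for no effect and high inhibitor control for full effect; nearly all actives have a fitted effect of over 50% in size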
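Readout is a homogeneous TR-FRET IP1 immunoassay (Ex 320, Em 665 and 620), where raised cytosolic IP1 lowers signal. Cells were CHO-M1 treated 30 min at 37C with test compounds plus a little lithium; AC50 values came from Hill-equation fitting.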
Epigenetic derep – derepresses silenced GFP reporter in murine cells | AID 1865 | Potency, µM (titrated, usually from 53.9 µM), inactives show at the highest dose GFP activation, actives largely listed as activators | actives 0.2% (n = 280,000) | murine LDR cells, GFP reporter derepression, 30 h; note: potency is the fitted concentration of half-maximal effect; % of control where 0% means no effect; nearly all actives have a fitted effect of over 60% in size
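Murine LDR cells carrying a silenced, genomically integrated CMV-driven GFP reporter were exposed to compound for 30 hours at 37 C. After PBS washes, GFP-positive cells (20–120 um objects) were counted by laser-scanning microplate cytometry.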
An asterisk follows results filed as active; ? = inconclusive; / = no result given; & = joins results of further samples; [ ] = remark or other dose. Unless noted, calls come from the whole dose curve; as a rule, active = well fitted curve in the direction sought with a large enough effect; inconclusive = small, poorly fitted or top-dose-only effect, or another doubt; inactive = no such curve, though single readings can be large; an effect the other way counts as inactive or inconclusive. This is a subset (hit frequency here may not be typical).

no.	Molecule	HTT aggregate	Epigenetic derep	IMPase Li cell	CBFb-RUNX1 inh	LMNA splice mod	Luc counter	NPSR antagonist
1	O=C(NCC1OCCc2ccccc21)c1ccc(NC(=O)c2cccc(Br)c2)cc1 (stereo not drawn)	?	0.0%	/	4%	-15%	/	-5%[46.1 µM]
2	CCOc1ccc(NC(=O)CC(NCc2ccccn2)C(=O)O)cc1 (stereo not drawn)	6%	0.0%	-6%	?	/	/	12%
3	COC(=O)c1c(/N=C/NOCc2ccc(Cl)cc2)sc2c1CCN(c1ncc(C(F)(F)F)cc1Cl)C2	-9%	0.5%	41%[38.3 µM]	-3%	4%	-5%	-11%[46.1 µM]
4	C/C(=N\Nc1ccccn1)c1ccc(N2CCOCC2)cc1	27%	-0.8%	29%	12%	-10%[46 µM]	1%	-10%
5	O=C(O)CCc1nn2c3ccccc3n(CC(=O)O)c2nc1=O	15%	-1.4%	-5%	-2%	/	-2%	14%
6	CC(C)C[C@H](NC(=O)c1[nH]cnc1C(=O)N[C@@H](C)c1ccccc1)C(=O)OCc1ccccc1	-26%[9.22 µM]	9.3%	/	5%	/	/	?
7	CC#CCCCC(=O)Nc1cc(OC)nc(OC)n1	7%	0.0%	3%[38.3 µM]	4%	4%	-2%	5%[46.1 µM]
8	COc1cccc(CN2CCN(C(=O)c3cccs3)CC2)c1OC	-25%	-4.5%	6%[38.3 µM]	2%	?	-1%	8%[46.1 µM]
9	Cc1ccc(Nc2nc(=O)c3cccnc3s2)c(Br)c1	34%[9.22 µM]	0.0%	/	-2%	/	/	-38%
10	COc1cccc(N2C(=O)CC(Nc3ccc(N4CCOCC4)cc3)C2=O)c1 (stereo not drawn)	17%	-1.1%	22%[38.3 µM]	-29%	17%	-4%	-18%[46.1 µM]
11	Cc1cccnc1Sc1c([N+](=O)[O-])ncn1C	11%	1.6%	0%[38.3 µM]	-1%	0%	0%	-8%[46.1 µM]
12	CCOC(=O)C1(Cc2cccc(OC)c2)CCN(Cc2ccccc2OC)CC1	?	-2.9%	11%	12%	/	2%	9%
13	CCOc1cc(C(=O)NC(C)COC)cc(OCC)c1OCC (stereo not drawn)	-18%	-0.1%	-9%[38.3 µM]	9%	4%	-2%	-5%[46.1 µM]
14	Cc1ccc(C(=O)Oc2ccc(C(=O)COC(=O)C3CC(=O)N(Cc4ccco4)C3)cc2)cc1 (stereo not drawn)	10%	0.2%	-1%	?	2%	-1%	1%[46.1 µM]
15	CN(C)c1ccc(-c2nnn(CC(=O)NCc3ccc4c(c3)OCO4)n2)cc1	-10%	8.7%	-17%	-8%	19%[46 µM]	0%	0%
16	C(=N\N1CCN(c2ccccn2)CC1)/c1ccccn1	7%[9.22 µM]	0.0%	/	2%	/	/	4%
17	CCOC(=O)C1CCCN(S(=O)(=O)c2ccc(S(N)(=O)=O)cc2)C1 (stereo not drawn)	7%	-4.2%	-4%	6%	9%[46 µM]	9%	16%
18	CCCCn1nc(C(=O)Oc2ccc3c(C)cc(=O)oc3c2)c2ccccc2c1=O	-21%	-1.0%	-24%	0%	-11%	2%	15%
19	COc1ccc(/C=C(/C#N)C(=O)Nc2ccc(O)cc2)cc1C(=O)O	15%	2.7%	0%	11%	-5%[46 µM]	2%	-1%
20	CCn1cc(C(=O)NCCCN(C)c2ccccc2)c(=O)c2cc(S(=O)(=O)N(C)C)ccc21	22%	-0.8%	19%[38.3 µM]	-5%	?	2%	-17%[46.1 µM]
21	O=C(/C=C/c1ccc(F)cc1)NC(=S)NNC(=O)c1cnccn1	-23%[9.22 µM]	1.6%	/	-29%	/	/	7%
22	COc1ccc(-c2nnc(SCC#CCO)o2)cc1OC	?	1.5%	-6%[38.3 µM]	11%	1%	3%	-4%[46.1 µM]
23	CCOc1ccccc1-c1nc(-c2cc3ccccc3nc2OC)no1	9%	0.3%	6%[38.3 µM]	10%	1%	-2%	-27%[46.1 µM]
24	Fc1ccc(Oc2cnns2)cc1	-4%	-1.2%	17%	7%	/	0%	9%
25	O=S(=O)(/N=C(/c1ccccc1)N1CCCCC1)c1ccccc1	?	-0.9%	16%	-5%	-13%	-1%	14%
26	Cc1onc(-c2ccccc2)c1C(=O)NC(=S)NNC(=O)c1ccccc1O	?	-1.0%	1%	/	?	-1%	-10%
27	Cc1ccc(-n2c(C)cc(/C=N/NC(=O)c3ccncc3)c2C)cc1C	-1%	-0.7%	9%	-2%	?	-3%	-4%
28	O=C(CCS(=O)(=O)Cc1ccccc1F)N1CCc2ccccc2C1	7%	-0.9%	-7%[38.3 µM]	5%	7%[0.0737 µM]	-2%	-4%[46.1 µM]
29	O=C(CC1C(=O)NCCN1Cc1c(F)cccc1Cl)NCCC1=CCCCC1 (stereo not drawn)	37%[9.22 µM]	-1.2%	7%	0%	?	2%	-5%
30	O=C(Nc1nc2cc3c(cc2s1)OCO3)c1ccco1	1%[9.22 µM]	3.1%	/	-2%	/	/	-10%
31	Cc1ccc(S(=O)(=O)N2CC3CCC2C3)cc1 (stereo not drawn)	2%	-1.9%	-9%[38.3 µM]	-2%	-3%	-4%	-1%[46.1 µM]
32	O=C(c1cccc(OC(F)F)c1)N1CCN(c2ncccn2)CC1	10%	-0.2%	-10%[38.3 µM]	-2%	8%	-4%	0%[46.1 µM]
33	c1ccc(-c2nnc3n2-c2ccccc2SC3)cc1	-16%[9.22 µM]	-0.6%	/	2%	/	/	4%
34	O=C(COc1ccccc1)N1CCN=C1SCc1cccc(F)c1	-14%[9.22 µM]	-1.8%	/	5%	/	/	-1%
35	CCOC(=O)C/C(C)=N/NC(=O)CN(c1ccc(Br)cc1)S(=O)(=O)c1ccccc1	-24%	6.3%	-1%	16%	-16%	0%	-17%
36	Cc1cc(O)c(C(C)C)cc1NS(=O)(=O)c1ccccc1	5µM*	0.0%	11%[38.3 µM]	3%	-18%	4%	-5%[46.1 µM]
37	COc1ccc(CC(=O)NCc2nnc(SCC(=O)Nc3ccccc3)n2C)cc1	10%	1.1%	-3%	-2%	?	3%	6%
38	CC(=O)N1CC(=O)N=C1SCC(=O)Nc1nc(C)c(-c2ccccc2)s1	0%	5.9%	10%	-29%	/	1%	-56%
39	CCn1c(=S)sc2c(=O)[nH]c(C)nc21	?	-2.2%	8%	9%	0%	2%	-1%[46.1 µM]
40	COc1ccc2cccc(N3CCN(CCNC(=O)c4ccc(F)cc4)CC3)c2c1	/	-1.1%	2%	1%[21.7 µM]	/	-2%	/
41	S=C(NCc1ccccn1)Nc1ccccc1Cl	10%	0.0%	0%	-11%	-7%	0%	23%
42	COc1ccc(NC(=S)Nc2nc(CC(=O)Nc3ccccc3OC)cs2)cc1	3%	3.7%	9%[38.3 µM]	-12%	?	3%	-17%[46.1 µM]
43	COC(=O)c1c(NC(=O)Nc2ccc(Cl)cc2)sc(C)c1C	5%	2.5%&1.9%	?	-1%	14%	-3%	10µM*
44	N#CC1(Cc2ccc(Cl)cc2)c2ccccc2C=CN1C(=O)c1ccccc1 (stereo not drawn)	?	1.9%	36%[38.3 µM]	-2%	?	-4%	-39%[46.1 µM]
45	CCC1=C(OC(=O)N(CC)CC)N2C(=O)OC(=NCCOC)[C@]2(C)[C@H]2C1=CC[C@H]1C(=O)N(CC)C(=O)[C@H]12	/	4.3%	-4%	-4%	/	-6%	/
46	Cc1ccc(Cn2ccc(NC(=O)c3noc4c3CCCC4)n2)cc1	-16%	0.9%	1%	10%	-18%	6%	-14%[46.1 µM]
47	COc1ccc2c(c1OC)C(=O)OC2Nc1ccc(S(=O)(=O)N=C(N)N)cc1 (stereo not drawn)	-25%[9.22 µM]	-1.1%	/	9%	/	/	8%
48	COC(=O)C1CCN(C(=O)COc2cc3sc(C)nc3c3sccc23)CC1	-26%	1.0%	38%[38.3 µM]	0%	1%	1%	-16%[46.1 µM]
49	CCOC(=O)/C(=C/c1ccc(OC(=O)c2ccccc2)cc1)C(C)=O	-17%	?	4%	-1%	-8%	2%	-25%
50	Cc1cc(NC(=O)CSc2nc3ccccc3[nH]2)no1	5%	-5.9%	15%	7%	-1%	-2%	20%[46.1 µM]

Later entries:
no.	Molecule	HTT aggregate	Epigenetic derep	IMPase Li cell	CBFb-RUNX1 inh	LMNA splice mod	Luc counter	NPSR antagonist
51	COc1ccccc1NC(=O)c1cc(C(=O)O)ccc1C(=O)O	3%	0.8%	-9%[38.3 µM]	0%	?	-4%	-7%[7.67 µM]
52	COC(=O)c1ccc(Cn2cc([N+](=O)[O-])cn2)cc1	7%[9.22 µM]	0.1%	/	9%	/	/	-19%
53	COc1ccc(-c2nc(-c3ccccc3)oc2NC(C)C)cc1	/	-1.1%	8%	-8%	/	0%	/
54	CCC(NC(=O)c1cccc(Cn2nc(C)c([N+](=O)[O-])c2C)c1)c1ccc(C(C)C)cc1 (stereo not drawn)	-20%	1.0%	36%[activator][38.3 µM]	2%	9%	-3%	?
55	O=C1N=c2ccccc2=C1c1sc(Nc2ccc(O)cc2)nc1O	-6%	1.1%	-9%	2%	/	-5%	2%
56	O=C(/C=C\c1ccco1)Nc1ccc(N2CCN(C(=O)c3ccccc3)CC2)cc1	21%	-0.9%	2%	3%	?	0%	-28%
57	NC(=O)c1ccc(NC(=O)c2ccc(CN3CCOCC3)cc2)cc1	18%	-0.3%	14%[38.3 µM]	2%	-9%	-4%	-4%[46.1 µM]
58	O=C(c1cc2ccccc2o1)N1CCN(c2ccccc2Cl)CC1	-27%	0.4%	13%[38.3 µM]	-17%	6%	-3%	?
59	COc1ccc(C2C(C(=O)N3CCN(c4ccc(OC)cc4)CC3)c3ccccc3C(=O)N2C)cc1 (stereo not drawn)	-3%	-1.1%	17%[38.3 µM]	-5%	2%	-2%	-22%[46.1 µM]

Molecules shown so far that have a furan ring, fused or not:
no.	Molecule	HTT aggregate	Epigenetic derep	IMPase Li cell	CBFb-RUNX1 inh	LMNA splice mod	Luc counter	NPSR antagonist
14	Cc1ccc(C(=O)Oc2ccc(C(=O)COC(=O)C3CC(=O)N(Cc4ccco4)C3)cc2)cc1 (stereo not drawn)	10%	0.2%	-1%	?	2%	-1%	1%[46.1 µM]
30	O=C(Nc1nc2cc3c(cc2s1)OCO3)c1ccco1	1%[9.22 µM]	3.1%	/	-2%	/	/	-10%
56	O=C(/C=C\c1ccco1)Nc1ccc(N2CCN(C(=O)c3ccccc3)CC2)cc1	21%	-0.9%	2%	3%	?	0%	-28%
58	O=C(c1cc2ccccc2o1)N1CCN(c2ccccc2Cl)CC1	-27%	0.4%	13%[38.3 µM]	-17%	6%	-3%	?
